Screens deposited in PubChem by The Scripps Research Institute Molecular Screening Center.
CHO-K1 Ca PAM – nonselective activator or artifact in parental CHO-K1 calcium assay. hit rate 0.02% among 360,000. activation, % at 3 µM. ATP EC20, Fluo-8 calcium fluorescence; 0% at ATP EC20, 100% at ATP max;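 active means activation above the run cutoff, the mean activation of all test compounds plus 3 SD, cut at about 40% in these data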;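 further: peak over basal fluorescence ratio in a 140 s read after ATP addition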
CHO-K1 Ca antag – M1 antagonist counterscreen hit in parental CHO-K1 cells | ATP-induced calcium, Fluo-8 fluorescence | inhibition, % at 3 µM | hit rate 0.6% among 360,000;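 active means inhibition above a per-plate cutoff, the plate's mean sample inhibition plus 3 SD, cut at about 24% in these data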;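 further: 0% = DMSO plus EC80 ATP and 100% = DMSO alone without ATP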
CHRM4 PAM – positive allosteric modulators of human muscarinic M4 receptor; activation, % at 3 µM; hit rate 0.4% among 360,000; P08173; CHO-K1 hM4/Gqi5, Fluo-8 calcium fluorescence, ACh EC20; 0% = ACh EC20, 100% = maximal ACh;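 active means activation above its plate's cutoff, the mean activation of sample wells plus 3 SD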; further: some results filed as inactive read as strong as hits
Target sequence (P08173 whole entry, looked up): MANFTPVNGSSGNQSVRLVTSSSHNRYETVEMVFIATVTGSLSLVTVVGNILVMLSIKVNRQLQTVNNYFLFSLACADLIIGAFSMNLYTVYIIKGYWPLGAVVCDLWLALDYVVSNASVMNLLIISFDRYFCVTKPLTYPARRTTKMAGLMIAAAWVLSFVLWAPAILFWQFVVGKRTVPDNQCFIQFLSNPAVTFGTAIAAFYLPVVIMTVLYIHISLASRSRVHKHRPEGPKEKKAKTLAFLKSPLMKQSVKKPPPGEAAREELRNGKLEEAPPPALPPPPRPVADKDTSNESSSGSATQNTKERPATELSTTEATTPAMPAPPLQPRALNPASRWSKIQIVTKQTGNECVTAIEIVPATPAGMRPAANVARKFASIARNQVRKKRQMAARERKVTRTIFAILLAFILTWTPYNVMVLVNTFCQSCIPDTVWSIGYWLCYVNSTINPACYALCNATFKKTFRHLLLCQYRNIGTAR
CHO-K1 Ca ag – nonselective activator or artifact in parental CHO-K1 cells; Fluo-8 calcium fluorescence; scaled to maximal ATP response, vehicle zero; activation, % at 3 µM; AID 602248; hit rate 0.48% among 360,000; in the data active means activation above about 15%;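 further: untransfected CHO-K1 host cells lacking M1 receptor as counterscreen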
M5 PAM – CHRM5 positive allosteric modulation; AID 624038; CHO-K1 hM5, Fluo-8 calcium, ACh EC20 PAM; 0% = ACh EC20, 100% = ACh EC100; P08912; activation, % at 3 µM; hit rate 0.3% among 360,000;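 active means activation above the run cutoff, the mean activation of all test compounds plus 3 SD, cut at about 18% in these data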
Target sequence (P08912 whole entry, looked up): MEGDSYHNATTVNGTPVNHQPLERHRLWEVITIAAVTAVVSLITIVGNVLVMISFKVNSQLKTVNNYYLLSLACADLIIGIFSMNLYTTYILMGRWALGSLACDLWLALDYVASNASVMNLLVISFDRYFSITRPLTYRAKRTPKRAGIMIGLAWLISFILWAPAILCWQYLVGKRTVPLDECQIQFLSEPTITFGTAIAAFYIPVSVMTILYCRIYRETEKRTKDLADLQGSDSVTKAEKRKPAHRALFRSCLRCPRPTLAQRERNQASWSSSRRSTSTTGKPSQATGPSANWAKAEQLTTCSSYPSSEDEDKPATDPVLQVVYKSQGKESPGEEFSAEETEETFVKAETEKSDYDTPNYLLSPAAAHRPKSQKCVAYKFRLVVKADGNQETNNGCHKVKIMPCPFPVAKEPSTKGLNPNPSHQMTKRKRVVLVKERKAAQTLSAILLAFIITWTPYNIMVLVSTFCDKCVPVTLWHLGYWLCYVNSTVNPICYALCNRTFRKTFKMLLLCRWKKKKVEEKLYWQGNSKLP
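Replicates: One well per compound, no replicates | System: Human M5 receptor in CHO-K1 cells | Benchmarks: Low control EC20 acetylcholine (0%), high control EC100 acetylcholine (100%) | Probe or stimulus: Acetylcholine, EC20 level | Times: Fluo-8 loading 80 min at 37 °C plus 30 min room temperature | Signal: Intracellular calcium via Fluo-8 fluorescence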
M4 antag – CHRM4 antagonism in calcium assay; AID 624125; inhibition, % at 3 µM; hit rate 0.73% among 360,000; CHO-hM4 cells, ACh EC80, Fluo-8 calcium fluorescence; P08173;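 active means inhibition above its plate's cutoff, the mean inhibition of sample wells plus 3 SD, cut at about 27% in these data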;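 further: 0% = acetylcholine EC80 with DMSO and 100% = DMSO without agonist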
CHRM5 agonist – agonists of human muscarinic M5 receptor (CHRM5); CHO-K1 hM5 cells, Fluo-8 calcium fluorescence; 0% DMSO wells, 100% maximal acetylcholine response; hit rate 0.19% among 360,000; activation, % at 3 µM; P08912;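 active means activation above the run's mean over test compounds plus 3 SD, cut at about 23% in these data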;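 further: signal is peak over basal fluorescence ratio across the kinetic read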
M5 antag – antagonists of human muscarinic M5 receptor (CHRM5). inhibition, % at 3 µM. hit rate 0.59% among 360,000. CHO-hM5 cells, Fluo-8 calcium fluorescence, ACh EC80. AID 624040. P08912;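 active means inhibition above a per-plate cutoff, the mean of that plate's test compounds plus 3 SD, cut at about 27% in these data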;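 further: 0% = acetylcholine EC80 with DMSO and 100% = DMSO without agonist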
CHRM4 agonist – agonists of human muscarinic M4 receptor (CHRM4); P08173; CHO-K1 hM4/Gqi5, Fluo-8 calcium fluorescence; vehicle 0%, full acetylcholine response 100%; activation, % at 3 µM; hit rate 0.14% among 360,000; AID 624127;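 active means activation above the run mean over all test wells plus 3 SD, cut at about 32% in these data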;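 further: peak over basal fluorescence ratio per well then scaled between controls; 0% = DMSO wells and 100% = acetylcholine at EC100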
* = called active by the depositor.

1: Cc1ccc(Cn2c(=S)[nH]c3ccc(N4CCOCC4)cc3c2=O)o1
2: Cc1nc2ccccc2cc1C(=O)N/N=C/c1ccccc1[N+](=O)[O-]
3: COC(=O)C(NC(=O)C(NC(=O)C1CCC(C)CC1)C(C)C)C(C)C (configuration not stated)
4: O=C(c1cccc2nccnc12)N1CCCC(Nc2ccc(F)c(F)c2)C1 (configuration not stated)
5: O=C(Nc1nsc(-c2ccccc2)n1)c1ccc(F)cc1
screen / no.,1,2,3,4,5
CHO-K1 Ca PAM,3,16,-12,-10,0
CHO-K1 Ca antag,8,-9,-1,4,-11
CHRM4 PAM,3,0,-8,2,-1
CHO-K1 Ca ag,-0.5,2.2,-0.2,0.4,0.1
M5 PAM,0,-2,3,-8,-1
M4 antag,-6,0,2,-8,0
CHRM5 agonist,-1,-1,-3,-5,1
M5 antag,-7,-2,-8,17,5
CHRM4 agonist,1,4,-1,1,1

6: COc1cccc(NC(=O)CN(C)C(=O)CSC(=S)N2CCCC2)c1
7: CCOc1cc(N2CCOCC2)c(OCC)cc1NC(=O)COC(=O)c1c(C)noc1C
8: COc1ccc(CNC(=O)C(OC(=O)c2ccco2)c2ccccc2)cc1 (configuration not stated)
9: O=C(CCc1nc(-c2ccc(Cl)cc2)no1)NC1CCCCC1
10: CCN(CC(=O)Nc1c(F)cccc1F)C(=O)CCNC(=O)c1ccc([N+](=O)[O-])cc1
screen / no.,6,7,8,9,10
CHO-K1 Ca PAM,3,0,-18,2,0
CHO-K1 Ca antag,5,6,-5,5,-6
CHRM4 PAM,9,5,0,-5,12
CHO-K1 Ca ag,4.5,1.6,1.3,17*,0.1
M5 PAM,3,-3,-1,1,5
M4 antag,-7,-5,0,0,-15
CHRM5 agonist,4,1,-1,0,2
M5 antag,0,4,6,-5,2
CHRM4 agonist,1,0,3,3,0

11: CCOc1ccccc1-n1c(SCC(N)=O)nnc1-c1ccccc1
12: COc1cc(Cl)c(C)cc1NC(=O)CNC(C)c1ccccc1OC (configuration not stated)
13: COc1ccc(C(=O)OCC(=O)Nc2cc(C)on2)c(OC)c1OC
14: COc1ccc(CCNC(=S)NC(=O)c2c(-c3ccccc3Cl)noc2C)cc1OC
15: CCCNc1c(NS(=O)(=O)c2c(F)c(F)c(F)c(F)c2F)c(=O)oc2ccccc12
screen / no.,11,12,13,14,15
CHO-K1 Ca PAM,-2,15,4,9,7
CHO-K1 Ca antag,-3,-11,-8,-11,-14
CHRM4 PAM,5,-2,0,-8,-4
CHO-K1 Ca ag,0.0,2.3,0.2,0.7,-0.4
M5 PAM,5,-4,-4,-3,2
M4 antag,-6,-3,13,3,-2
CHRM5 agonist,2,-7,1,-5,-3
M5 antag,-8,8,8,4,2
CHRM4 agonist,0,1,1,2,1

16: COc1ccccc1C(=O)Nc1ccc(-c2nnc(SCC(=O)O)n2C)cc1
17: COc1ccc(C(O)c2nc(-c3cccc(F)c3)cs2)cc1 (configuration not stated)
18: O=C(CNC(=O)c1ccccc1)NCCc1ccc(O)c(O)c1
19: COC(=O)Nc1nnc(/C=C/c2ccc(OC)cc2)s1
20: CC(C)c1ccc(-c2nnc(N)s2)cc1
screen / no.,16,17,18,19,20
CHO-K1 Ca PAM,16,15,12,-13,9
CHO-K1 Ca antag,-12,-8,-12,7,-3
CHRM4 PAM,19,6,0,-2,20
CHO-K1 Ca ag,0.2,3.0,0.2,0.9,-0.4
M5 PAM,10,-4,0,-3,3
M4 antag,37*,-25,-5,8,-21
CHRM5 agonist,-3,4,-4,1,0
M5 antag,0,-8,1,6,-5
CHRM4 agonist,2,6,1,1,-1

21: CC(C)(C)NC(=O)CCc1nnc(Cc2c[nH]c3ccccc23)o1
22: Cc1ccc(C(=O)CCS(=O)(=O)c2ccc(Cl)cc2)cc1
23: O=C(Cc1ccccc1)NC(c1ccco1)c1c(O)ccc2ccccc12 (configuration not stated)
24: CCOC(=O)c1[nH]c2ccccc2c1NC(=O)CCN1CCN(C(=O)OCC)CC1
25: COC(=O)c1[nH]c2ccc(F)cc2c1NC(=O)CCN1CCN(Cc2ccc3c(c2)OCO3)CC1
screen / no.,21,22,23,24,25
CHO-K1 Ca PAM,20,-28,17,7,23
CHO-K1 Ca antag,-3,11,-12,-2,-11
CHRM4 PAM,15,-6,-4,4,-16
CHO-K1 Ca ag,0.1,-0.1,0.4,4.1,0.7
M5 PAM,8,-9,-1,1,0
M4 antag,2,9,5,-2,-1
CHRM5 agonist,1,-3,-4,0,-11
M5 antag,-10,22,-1,1,11
CHRM4 agonist,2,0,-1,1,2

26: CCOc1ccc(N=Nc2ccc(O)c3ncccc23)cc1
27: CCOC(=O)c1cccc(P(C)(C)=O)c1
28: COc1cc(/C=C2\OC(=O)c3c(OC)cccc32)ccc1O
29: O=C(O)C1CC=C(Cl)CC1C(=O)NC1CCCCC1 (configuration not stated)
30: CN(C)C(N)=NCCC[C@H](N)C(=O)O
screen / no.,26,27,28,29,30
CHO-K1 Ca PAM,-2,0,-3,-19,4
CHO-K1 Ca antag,-15,-8,-4,10,2
CHRM4 PAM,-6,-7,0,3,-3
CHO-K1 Ca ag,-0.1,0.6,0.4,0.2,-0.2
M5 PAM,5,-3,-1,10,-1
M4 antag,4,-1,2,0,6
CHRM5 agonist,1,1,-3,-1,2
M5 antag,-1,-1,-7,-13,0
CHRM4 agonist,0,2,1,1,0

31: CC1(Cc2ccc(OC(F)(F)F)cc2)C(=O)Nc2c(Cl)ccc(Cl)c21 (configuration not stated)
32: Cc1ccc(NC(=O)CSc2nnc(C)n2C2CC2)cc1S(=O)(=O)N1CCOCC1
33: CCCN(CC(=O)Nc1ccccc1OC)C(=O)c1ccc(S(=O)(=O)Nc2ccccc2)cc1
34: O=C(c1cc2ccccn2n1)N1CCN(c2cccc(C(F)(F)F)c2)CC1
35: COc1cc(/C=N/NC(=O)Nc2ccccc2)ccc1OC(C)=O
screen / no.,31,32,33,34,35
CHO-K1 Ca PAM,20,0,-11,10,10
CHO-K1 Ca antag,-12,-13,-8,-3,2
CHRM4 PAM,-11,7,8,3,10
CHO-K1 Ca ag,0.6,0.0,1.1,0.6,0.4
M5 PAM,-8,5,1,0,-3
M4 antag,-10,-8,-17,-7,0
CHRM5 agonist,-3,2,4,-1,-3
M5 antag,-6,0,-11,-8,13
CHRM4 agonist,-1,1,6,1,1

36: Cc1ccccc1C(=O)N1CCC[C@H]1C(=O)N1CCC[C@H]1C(=O)NCc1ccccn1
37: Cc1cccc(C)c1NC(=O)CSc1nc(N2CCOCC2)nc(N2CCOCC2)n1
38: CC(C)(C)C(=O)Cn1ncc(NC2CC2)c(Br)c1=O
39: CC(C)C(=O)Nc1cccc(-c2cn3ccsc3n2)c1
40: Cc1cc(Cl)ccc1C(=O)C1CCCN(C(=O)c2n[nH]c3c2CCCC3)C1 (configuration not stated)
screen / no.,36,37,38,39,40
CHO-K1 Ca PAM,2,16,14,-4,18
CHO-K1 Ca antag,-9,0,-12,1,-2
CHRM4 PAM,4,0,10,9,-5
CHO-K1 Ca ag,0.3,0.4,0.0,0.7,5.3
M5 PAM,-5,-3,0,6,-7
M4 antag,-3,-6,3,1,-4
CHRM5 agonist,-1,-3,0,3,1
M5 antag,5,10,5,-2,-1
CHRM4 agonist,0,1,0,2,6

41: Cc1nn(CC(=O)N2CCc3ccccc3C2)c(C)c1Cl
42: CCOC(=O)C1(Cc2cccc(OC)c2)CCCN(CCO)C1 (configuration not stated)
43: COc1ccc(C2/C=C\CN(C(=O)NC(C)C)CC(=O)N2Cc2ccc(F)cc2)cc1 (configuration not stated)
44: CCOC(=O)N1CCN(CC(O)COC(CC)c2ccccc2)CC1 (configuration not stated)
45: COCCN(CCOC)c1ncc(Cl)c(C(=O)c2c(C)cc3ccccn23)n1
screen / no.,41,42,43,44,45
CHO-K1 Ca PAM,3,5,7,16,25
CHO-K1 Ca antag,-2,-9,-7,-9,-24
CHRM4 PAM,1,-6,9,3,11
CHO-K1 Ca ag,-0.3,1.3,-0.2,1.5,0.4
M5 PAM,21*,-1,1,-1,6
M4 antag,-8,-3,-15,2,-8
CHRM5 agonist,-5,0,-5,-6,0
M5 antag,-11,3,3,-12,2
CHRM4 agonist,-1,1,2,1,0

46: NC1=NC(=O)/C(=C\c2cccs2)S1
47: O=C(NC1CCN(Cc2ccccc2)CC1)c1ccccc1F
48: CCN(C(=O)CSc1nc2ccccc2[nH]1)C1CCS(=O)(=O)C1 (configuration not stated)
49: COc1ccc(NC2=NCCC2)cc1
50: COc1ccc(C(=O)Nn2c(C)nc3ccccc3c2=O)cc1
screen / no.,46,47,48,49,50
CHO-K1 Ca PAM,16,4,25,10,-5
CHO-K1 Ca antag,3,-12,-17,-8,-14
CHRM4 PAM,0,-2,4,-5,-2
CHO-K1 Ca ag,-0.1,0.4,0.3,0.1,2.2
M5 PAM,13,4,-1,-4,2
M4 antag,-1,14,-2,4,-2
CHRM5 agonist,1,-5,0,0,3
M5 antag,-3,-8,6,5,-1
CHRM4 agonist,0,1,0,0,4

51: NC(=O)CC[C@@H]1NC(=O)[C@@H]2CCCN2C(=O)c2cc([N+](=O)[O-])cc(I)c2NCCCC[C@@H](C(=O)NC(CC(=O)O)C(N)=O)NC1=O (some centres not stated)
52: Cc1ccc(NC(=O)CSCC(=O)NC2(C)CCS(=O)(=O)C2)cc1 (configuration not stated)
53: CCN(CC)C(=O)c1csc([C@@H]2O[C@H](CO)[C@H](O)[C@H](O)[C@H]2O)n1
54: Cc1cccc(C(C)C)c1NC(=O)COC(=O)COc1ccc2c(C)cc(=O)oc2c1
55: COc1cc(/C=N/NC(=O)COc2c(C)cc([N+](=O)[O-])cc2C)ccc1OC(=O)c1ccccc1Br
56: CCc1nnc(NS(=O)(=O)c2ccc(NCc3cc(Br)ccc3O)cc2)s1
57: C=CCOc1ccc(/C(O)=C2/C(=O)C(=O)N(CCCN3CCOCC3)C2c2ccc(OC)cc2)cc1 (configuration not stated)
screen / no.,51,52,53,54,55,56,57
CHO-K1 Ca PAM,14,9,4,14,10,-16,-9
CHO-K1 Ca antag,-9,-5,-7,-5,-3,13,16
CHRM4 PAM,1,4,5,-7,2,1,-1
CHO-K1 Ca ag,0.7,-0.1,0.6,1.1,0.3,-0.1,-0.2
M5 PAM,-1,-7,0,2,-8,5,-3
M4 antag,-6,0,-3,-4,-4,0,-1
CHRM5 agonist,3,7,1,0,-4,-4,-6
M5 antag,8,4,3,-10,15,-14,6
CHRM4 agonist,1,1,1,1,1,-1,1

Profiles, looked up by structure. Order of screens: CHO-K1 Ca PAM, CHO-K1 Ca antag, CHRM4 PAM, CHO-K1 Ca ag, M5 PAM, M4 antag, CHRM5 agonist, M5 antag, CHRM4 agonist
COc1ccc(C(=O)Nn2c(C)nc3ccccc3c2=O)cc1 in the list: -5, -14, -2, 2.2, 2, -2, 3, -1, 4
COc1ccc(C(O)c2nc(-c3cccc(F)c3)cs2)cc1 (configuration not stated) in the list: 15, -8, 6, 3.0, -4, -25, 4, -8, 6
CCOc1cc(N2CCOCC2)c(OCC)cc1NC(=O)COC(=O)c1c(C)noc1C in the list: 0, 6, 5, 1.6, -3, -5, 1, 4, 0
Cc1cccc(C(C)C)c1NC(=O)COC(=O)COc1ccc2c(C)cc(=O)oc2c1 in the list: 14, -5, -7, 1.1, 2, -4, 0, -10, 1
CC(C)C(=O)Nc1cccc(-c2cn3ccsc3n2)c1 in the list: -4, 1, 9, 0.7, 6, 1, 3, -2, 2
